Compound activity from PubChem.
A-T KAP1 phos – potential ataxia-telangiectasia treatment | AID 485349 | hit rate 0.19% among 320,000 | […] A-T fibroblasts, KAP-1 phosphorylation AlphaLISA; neocarzinostatin DNA damage 30 min before lysis | Potency, µM (top dose mostly 57.5 µM), without a hit: at the highest dose activation, hits mostly activators; further: potency means the concentration at half of the fitted maximal effect; % of control where 0% means no effect; nearly all actives have a fitted effect of over 45% in size
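hTERT-immortalized A-T patient fibroblasts ([…]), 500 cells/well in OPTI-MEM, 1% FBS, got compounds for 60 min, then NCS for 30 min at 37C. Lysates were then assayed for phospho-KAP-1 by AlphaLISA (anti-pKAP1 donor, anti-KAP1 acceptor beads), 6 hr at 25C.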
Tb PFK inh – blocks T. brucei phosphofructokinase | O15648 | T. brucei PFK, ADP-Glo luminescence | Potency, µM (highest dose often 57.5 µM), for inactives: at the top dose activity, negative = inhibition, hits mostly inhibitors | hit rate 0.17% among 330,000;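 further: potency means the concentration at half of the fitted maximal effect; 0% = uninhibited 1x PFK enzyme wells and -100% = no-enzyme wells; nearly all actives have a fitted effect of over 60% in size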
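Compounds were pin-transferred as a titration series up to 57 uM into substrate buffer (0.5 mM F6P, 0.1 mM ATP, pH 8.0), then 1.25 nM PFK was added and reactions ran 45 min before ADP-Glo detection.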
Chronic BCR inh – inhibitors of chronic active B-cell receptor signaling; AID 493014; hit rate 0.05% among 340,000; Potency, µM (top dose mostly 46.1 µM), without a hit: at the highest dose ratio change, negative = lower green/red ratio, most hits filed as inhibitors; ABC-DLBCL IkBa-CBG/CBR reporter, luminescence ratio, 4 h; active means well fitted inhibition curve with a large enough effect in the signal ratio, with a control signal flat, not every such curve was filed as active; inconclusive means small, poorly fitted or top-dose-only effect, or effect the other way, or a change in a side signal; the % refers to the signal ratio;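 further: potency means the concentration at half of the fitted maximal effect; plate controls were basal doxycycline-induced cells for no effect and cells given 10 µM MG132 for full effect; MG132 reads +100%, hits lower the ratio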
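TMD8 ABC-DLBCL cells carrying doxycycline-inducible green luciferase fused to IkappaBalpha plus unfused red luciferase were exposed to compounds (up to 46 uM) for 4 hrs at 37C. Activity came from the overlap-corrected green/red luminescence ratio.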
KCNH2 WT inh – blocks the wildtype human KCNH2 potassium channel | hit rate 0.37% among 340,000 | U2OS, BacMam KCNH2, thallium flux FluxOr; stronger effect = lower value | activity change, % at 1.84 µM | AID 720551;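 active means maximum activity change below -70%; inconclusive means maximum activity change between -70% and -50%; inactive means maximum activity change above -50%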; further: on the % scale 0 is the no-effect control and ±100 the full control effect
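U2OS cells transduced with wild-type KCNH2 virus are loaded with FluxOr dye for 45 min, and thallium flux is measured in kinetic reads before and after stimulation buffer. Rate constants are normalized to DMSO controls.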
Giardia kill – Giardia lamblia killing. Giardia lamblia trophozoite viability. activity change, % at 7.66 µM, hits read low. hit rate 0.15% among 340,000; in the data active means activity change below about -80%; inconclusive means between about -30% and that limit;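 further: parasites exposed to compound for two days anaerobically before the ATP read; on the % scale 0 is the no-effect control and ±100 the full control effect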
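Anaerobic 48 hrs incubation at 37 deg C of 100 trophozoites/well with test compounds; ATPLite 1-Step luminescence, 15-30 min RT, reports cellular ATP as viability.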
TSHR antag – blocks TSH signaling through the human TSH receptor. P16473. TSHR-expressing cells, TSH-stimulated cAMP HTRF, 2 h; stronger effect = lower value. activity change, negative = inhibition, % at 11.5 µM. hit rate 0.2% among 330,000. AID 504810;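 active means activity change below a set negative limit, meaning inhibition stronger than a set level, cut at about -70% in these data; inconclusive means activity change between two set negative limits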; further: on the % scale 0 is the no-effect control and ±100 the full control effect
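TSHR-expressing cells were treated with compounds, then stimulated with TSH at EC80 (4nM final) for 2 hours at 37 deg C. Cellular cAMP was measured by HTRF competition between lysate cAMP and cAMP-d2 for a cryptate-labelled anti-cAMP antibody.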
TCR activator – activates T cell receptor signaling. primary human leukocytes, anti-CD3, IL-2 HTRF, 48 h. 330,000 tested, under 10 active. Potency, µM (titrated, usually from 9.22 µM), for inactives: at the top dose activation of IL-2 secretion, usual class: activators; further: % of control where 0% means no effect
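Compounds are tested in HTS on primary human leukocytes co-incubated with a-CD3 beads for 48 hr. IL-2 output is measured by time-resolved FRET.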
GALK inh – galactokinase (human) inhibition; Purified GALK, Kinase-Glo residual ATP luminescence; Potency, µM (series often up to 57.5 µM), for inactives: at the top dose activity change, negative = inhibition, actives largely listed as inhibitors; hit rate 0.007% among 270,000; AID 1868; P51570; further: potency means the concentration at half of the fitted maximal effect; on the % scale 0 is the no-effect control and ±100 the full control effect
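Kinase-Glo Plus luminescence measured ATP left after a 1 h room-temperature reaction. The reaction used 5 nM GALK, 100 uM galactose and 35 uM ATP at pH 8.0 (20 mM HEPES, 5 mM MgCl2, 60 mM NaCl, 1 mM DTT, 0.01% BSA).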
FBPA coupling cs – coupling enzyme interference in Giardia aldolase counter-screen; coupling enzyme system counterscreen, AmpLite Red fluorescence; activity change, negative = inhibition, % at 58.2 µM, hits read low; hit rate 0.67% among 290,000; AID 2472; in the data active means activity change below about -30%; further: on the % scale 0 is the no-effect control and ±100 the full control effect
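Coupling enzymes only (glyceraldehyde-3-phosphate) + compound, at 57.5 uM final, 10 min RT; add substrate/coupling/AmpLite Red mix, 20 min RT; fluorescence ex 525/em 598 nm. Actives flag coupling-system interference.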
MLL CXXC-DNA inh – inhibitors of human MLL CXXC domain-DNA interaction; Potency, µM (highest dose often 115 µM), for the others: top-dose activity change, negative = inhibition, most hits filed as inhibitors; hit rate 0.037% among 290,000; Q03164; MLL-CXXC / FITC-HOXA9 DNA fluorescence polarization; active means well fitted inhibition curve with a large enough effect in the polarisation, with a control signal flat, not every such curve was filed as active; inconclusive means small, poorly fitted or top-dose-only effect, or effect the other way, or a change in a side signal; inactive means no such curve, though single readings can be large or run the other way; the % refers to the polarisation; further: potency means the concentration at half of the fitted maximal effect
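Steps: dispense CXXC domain solution (7 uM) → pin compounds or unlabeled HOX-A9 DNA control → 5 min ambient → add FLSN-HOX-A9 solution (50 nM) → spin → 30 min ambient → fluorescence polarization. Tris pH 7.5/NaCl/DTT/BSA buffer.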
* hit, by the source's call; ? = inconclusive; · = no result given; & = joins results of further samples; [ ] = another dose, or the depositor's remark. Unless noted, the call rests on the fitted dose curve; in most records, active means well fitted curve in the direction sought with a large enough effect; inconclusive means small, poorly fitted or top-dose-only effect, or another doubt; inactive means no such curve, though single readings can be large; an effect the other way counts as inactive or inconclusive. This is a random part of the collection; 1.6% or so of the library scored in one or more.

SMILES	A-T KAP1 phos	Tb PFK inh	Chronic BCR inh	KCNH2 WT inh	Giardia kill	TSHR antag	TCR activator	GALK inh	FBPA coupling cs	MLL CXXC-DNA inh
COc1ccc(-c2c(C)nn3c(N4CCC5(CC4)OCCO5)cc(C)nc23)cc1OC	6%	1%	?	-8	-7	-18	2%	-2%	-4	?
COc1ccccc1NC(=O)Cn1cnc2c1c(=O)n(C)c(=O)n2C	6%	-1%	-6%	8	2	-4	-1%	1%	1	-5%
COC(=O)Cc1csc(NC(=O)CSc2nnc3ccccn23)n1	1%	1%	-2%	·	22	-5	2%	10%	5	8%
CNC(=O)COC(=O)/C=C/c1cn(-c2ccccc2)nc1-c1ccc(C)o1	-4%	-6%	-9%	-4	9	-18	5%	2%	1	-7%
N#Cc1nc(-c2cccc(Cl)c2)oc1NCc1cccnc1	6%	0%	-2%	-11	0	1	0%	0%	-2	-3%
Cn1nnnc1SCC(=O)Nc1nn(-c2ccccc2)nc1C(N)=O	1%	0%	1%	1	-30	24	1%	9%	8	-2%
Cc1ccc(S(=O)(=O)NCc2ccccc2)cc1C(=O)NCC1CCCO1 (stereo not given)	7%	-1%	-6%	1	6	-5	2%	·	·	·
CCOC(=O)Cn1nc(C)c(NC(=O)c2cccc([N+](=O)[O-])c2)c1C	0%	3%	0%	-3	17	5	-3%	0%	3	-4%
COc1ccccc1C(=O)N1CCN(c2nc3cc(C)c(C)cc3cc2C#N)CC1	3%	1%	?	-3	-7	11	0%[46.1 µM]	-5%	-2	-3%
CC1CCCC(NC(=S)NC(=O)c2cncc(Br)c2)C1C (stereo not given)	5%	-4%	-1%	0	-5	-21	19%[46.1 µM]	0%	0	-3%
CC(=O)c1c(Cl)nc2cccc3c2c1-c1ccccc1C3=O	7%	1%	5%	14	-8	13	-4%	-2%	6	4%
CCCCCc1nnc(N)s1	2%	-3%	?	7	-9	-5	5%	-4%	1	9%
O=C(Nc1cccnc1)c1sc2cccc(F)c2c1Cl	4%	7%	?	-11	7	-15	1%	-1%	-2	-1%
CCCSc1nnc(C(C)C)n1N	-1%	-4%	?	-23	-8	22	2%	0%	-5	1%
Cc1c(C(=O)Nc2cnccn2)oc2ccccc12	3%	0%	-7%	21	4	-6	·	3%	-2	1%
COc1cccc(CN2CCN(S(=O)(=O)c3ccc(NC(C)=O)cc3)CC2)c1OC	1%	0%	5%	-3	1	-17	-34%	10%	2	0%
Cc1ccc(S(=O)(=O)c2c(C)cc(C)nc2N2CCOCC2)cc1	3%	-5%	2%	0	-13	13	4%	-2%	-9	-7%
COc1ccc(Cl)cc1-c1nc(SCC(=O)NCCN2C(=O)CSC2=O)n[nH]1	·	1%	-8%	1	-2	20	1%[46.1 µM]	2%	-20	-7%
O=C(CSc1nnc(-c2ccco2)o1)NC(=O)Cc1ccccc1	-3%	2%	?	-3	19	10	2%	-3%	0	1%
Cc1nc(C)c(C(=O)OCC(=O)N2CCN(c3ccccc3)CC2)s1	-6%	-16%	?	8	14	5	-5%	0%	0	-4%
Cc1ccc(NC(=O)C2CC(=O)Nc3ncnn32)cc1Cl (stereo not given)	7%	12%	?	-1	21	10	0%	-2%	0	1%
Cc1ccc(C)c(OCCC(=O)Nc2ccc3c(c2)OCO3)c1	4%	2%	-11%	4	9	-9	2%	·	·	·
CSCC[C@H](NC(=O)N1CCn2c1nc1ccccc12)C(=O)NCc1ccc2c(c1)OCO2	-7%	-2%	-11%	-10	1	13	7%	-9%	·	37%[activator]
O=[N+]([O-])c1cccc(-c2noc3c2-c2nc(Cc4cccc5ccccc45)sc2CC3)c1	-16%	-3%	?	-8	4	6	1%	·	·	·
COc1cc(C=O)c(Cl)cc1OCC(N)=O	0%	5%	-1%	-17	9	3	7%	1%	4	-4%
COC(=O)CNC(=O)CNC(=O)c1nn(-c2ccc(OC)c(Cl)c2)c(=O)c2ccccc12	1%	-1%	-9%	-16	0	-4	3%	0%	3	-1%
CC(C)(C)c1ccccc1NC(=S)NC1CCCC1	4%	1%	5%	0	46[activator]	-10	-4%	-3%	0	12%
Cc1coc2cc3oc(=O)c(Cc4ccccc4)c(C)c3cc12	-1%	0%	?	-1	-14	-8	-1%[46.1 µM]	0%	0	0%
COc1cc(NC(=O)CCNS(=O)(=O)c2ccc3c(c2)CCC(=O)N3)cc(OC)c1	4%	-1%	-4%	8	-23	14	-3%	·	0	14%
CC(C)Nc1nc(Cl)nc(N(C#N)CN2C(=O)c3ccccc3C2=O)n1	-2%	0%	?	1	37[activator]	-32	2%[46.1 µM]	1%	1	1%
O=C(O)c1ccc(S(=O)(=O)Nc2ccc(F)c(Cl)c2)cc1	-6%	0%	0%	0	-28	-4	-41%	-1%	8	-1%
Cc1cc(/C=N/NC(=O)C(O)(c2ccccc2)c2ccccc2)c(C)n1-c1cccc(C(=O)O)c1	5%	-9%	2%	2	-28	14	-6%	-5%	-17	5%
COc1ccc(OC)c(S(=O)(=O)NCCCN2CCOCC2)c1	4%	0%	0%	-4	11	·	·	·	·	·
NC(=O)c1c[nH]c2ccccc12	?	-7%	6%	1	3	-11	-3%	14%	2	-8%
O=C(c1cc2ccccc2o1)N1CCN(c2ccccn2)CC1	-11%	2%	4%	-8	6	59	6%	-6%	·	10%
Cc1ccc(OCCCC(=O)N(C)CC(=O)Nc2ccccc2Br)cc1	1%	-3%	4%	-5	-9	15	-10%	·	·	·
Fc1ccc(N2CCN(C(=S)NCC3CCCO3)CC2)cc1 (stereo not given)	-1%	-2%	0%	3	7	-2	-1%	3%	5	5%
Cc1csc(C(=O)NCC(=O)NNC(=O)c2cccc(Cl)c2)c1	2%	-6%	0%	-3	26	1	3%	3%	·	-13%
COc1ccc(N2C(=O)CCC(C(=O)NCc3ccccn3)C2c2ccc(F)cc2)cc1 (stereo not given)	·	0%	6%	-4	-1	-5	0%	-1%	-2	-4%
Cc1ccccc1Nc1nnc(C)c(=O)n1N	10%	1%	-4%	-20	-10	6	·	4%	-6	4%
CSc1ccc(C(=O)NC2CCSc3ccccc32)cc1 (stereo not given)	-2%	0%	?	22	-2	2	-6%	0%	0	8%
COc1ccc(NC(=O)COc2cccc3c2OC(C)(C)C3)cc1OC	-1%	9%	0%	-3	-7	-19	11%	·	·	·
COC(=O)C1=C(C(=O)OC)[C@@H]2N(C)c3ccc(OC)cc3[C@@]23C[C@@H](C(=O)OC)N(C(=O)c2cccs2)C3=N1	1%	5%	4%	6	13	7	-5%	·	-7&0	56%[activator]
CNC(=S)N/N=C(\C)c1ccc(C)c(C)c1	1%	-11%	?	1	-6	1	-1%[46.1 µM]	1%	1	-2%
CC/C(=N\NC(=O)Cc1ccc(Br)cc1)c1cccs1	1%	?	-4%	7	-11	58	-1%	-4%	0	-5%
O=C(NC1CCCCC1)[C@H](O)[C@@H](O)C(=O)NC1CCCCC1	4%	5%	0%	10	28	4	-8%	10%	0	-1%
CN(C)CCNC(=O)Nc1ccc([N+](=O)[O-])cc1	-1%	-9%	1%	16	25	11	5%	7%	1	7%
O=C(c1ccc(CNS(=O)(=O)c2ccc(Br)cc2)cc1)N1CCCCC1	-2%	2%	0%	-12	7	6	-3%	-3%	-1	50%[activator]
CCN(CC(=O)Nc1ccc(NC(C)=O)cc1)C(=O)c1n[nH]c(=O)c2ccccc12	5%	-5%	-1%	-2	-6	23	-3%	-3%	3	0%
Cc1nn(C)c(C)c1NC(=O)c1cc2nc(-c3ccco3)cc(C(F)(F)F)n2n1	11%	-13%	?	32	5	11	-5%	6%	-3	-1%
OCCC1CN(Cc2cnc(-c3ccccc3)s2)CCN1C1CCCC1 (stereo not given)	0%	8%	-20%	15	13	1	-4%	0%	3	-1%
